GLP-1R agonist – qHTS of GLP-1 Receptor Agonists; Glucagon-like peptide 1 receptor (Homo sapiens), P43220; HEK293 GLP-1R CRE-luciferase, luminescence, 4-6 h; cells express a hypersensitive GLP-1R form; Potency, µM (highest dose often 45.6 µM), for the others: at the highest dose activation, hits mostly activators; 380,000 tested, 0.007% active; further: potency means the concentration at half of the fitted maximal effect; % of control where 0% means no effect
Target sequence (P43220 whole entry, looked up): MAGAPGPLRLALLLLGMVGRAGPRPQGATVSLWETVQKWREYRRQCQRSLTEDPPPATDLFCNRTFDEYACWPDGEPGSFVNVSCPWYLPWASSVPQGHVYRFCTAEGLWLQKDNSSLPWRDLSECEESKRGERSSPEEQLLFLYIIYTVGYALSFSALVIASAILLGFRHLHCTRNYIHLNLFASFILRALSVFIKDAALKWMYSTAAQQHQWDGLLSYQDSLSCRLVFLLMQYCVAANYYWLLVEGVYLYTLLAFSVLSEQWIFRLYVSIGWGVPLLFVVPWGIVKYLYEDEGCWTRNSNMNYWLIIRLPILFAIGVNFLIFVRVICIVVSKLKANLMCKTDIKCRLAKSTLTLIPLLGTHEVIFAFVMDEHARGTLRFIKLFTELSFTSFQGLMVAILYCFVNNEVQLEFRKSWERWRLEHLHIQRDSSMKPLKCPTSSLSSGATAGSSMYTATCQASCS
D3 antag – qHTS of D3 Dopamine Receptor Antagonist: qHTS; D3R cells, DiscoveRx beta-arrestin luminescence, antagonist mode; stronger effect = lower value; max response, negative = inhibition, %; 360,000 tested, 2.5% active; AID 652054, 2013; in the data active means max response below about -50%; inconclusive means no clear call, values can overlap the other calls; further: on the % scale 0 is the no-effect control and ±100 the full control effect; mostly tested at two doses, the higher about 12 µM
Target sequence (P35462 whole entry, looked up): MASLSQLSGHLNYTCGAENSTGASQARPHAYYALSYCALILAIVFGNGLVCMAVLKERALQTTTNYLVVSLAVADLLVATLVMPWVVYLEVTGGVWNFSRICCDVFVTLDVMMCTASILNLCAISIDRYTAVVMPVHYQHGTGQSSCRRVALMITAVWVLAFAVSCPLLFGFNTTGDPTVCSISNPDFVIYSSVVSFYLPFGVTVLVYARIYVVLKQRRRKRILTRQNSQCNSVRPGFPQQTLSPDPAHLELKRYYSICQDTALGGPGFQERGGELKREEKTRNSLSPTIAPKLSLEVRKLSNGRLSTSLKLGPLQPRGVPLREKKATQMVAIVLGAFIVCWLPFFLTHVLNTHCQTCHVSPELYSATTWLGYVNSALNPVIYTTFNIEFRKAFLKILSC
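Cells expressing the human receptor were seeded at 1500 cells/well, incubated overnight at 37 degrees C in 5% CO2, then exposed to library compounds with dopamine controls for 90 minutes at 37 degrees C before luminescent detection.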
GLP-1R inv ag – qHTS of GLP-1 Receptor Inverse Agonists (Inhibition Mode). 410,000 tested, 1.6% active. Potency, µM (doses to about 38.3 µM), for inactives: at the highest dose activity change, negative = inhibition, hits mostly inhibitors. HEK293 GLP-1R CRE-luciferase, luminescence, 24 h; GLP-1R form is constitutively active; further: potency means the concentration at half of the fitted maximal effect; on the % scale 0 is the no-effect control and ±100 the full control effect; nearly all actives have a fitted effect of over 55% in size
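qHTS in 1536-well format: reporter HEK293 cells expressing constitutive GLP-1R activity in DMEM + 10% Nu serum, 24 hr with compounds at 37 deg C, luminescence read after 12 min with detection reagent.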
IL-2 act – qHTS of IL-2 Activators; IL-2 activation reporter assay, cell-based qHTS; stimulated with anti-CD3/CD4/CD28 beads; in transgenic mouse T cells; activation, % (series mostly up to about 46 µM); 360,000 tested, 0.065% active; AID 652025, 2013; in the data active means activation above about 50%; inconclusive means mostly about 30% to 49%; further: 0% is about no effect
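Using fluorescent plate cytometry, EGFP and DsRed are detected in transgenic mouse T cells stimulated 18 h at 37 degrees C with antibody-coated beads after 60 min compound pretreatment.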
PI5P4K alpha inh – qHTS for Inhibitors of phosphatidylinositol 5-phosphate 4-kinase (PI5P4K). 330,000 tested, 1.2% active. PI5P4Kalpha enzyme, ADP-Glo luminescence, 60 min; stronger effect = lower value. max response, %; active means max response of -50% or lower; inconclusive means between -30% and -50%; inactive means -30% or higher; further: value at the top dose of about 77 µM; on the % scale 0 is the no-effect control and ±100 the full control effect
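Compounds were pin-transferred onto PI5P4Kalpha and substrate in HEPES pH 7.4 buffer with EGTA, CHAPS and 5% DMSO. ATP (5 microM final) started the reaction, which ran 60 minutes at room temperature before ADP-Glo detection.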
D3 ag – qHTS of D3 Dopamine Receptor Agonist: qHTS; max activation, %; D(3) dopamine receptor (Homo sapiens), P35462; 410,000 tested, 0.58% active; D3R DiscoveRx beta-arrestin cells, luminescence, 90 min; in the data active means max activation above about 30%; further: 0% is about no effect; mostly tested at two doses, the higher about 12 µM
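Agonist-mode cell screen: cells plated at 1500/well and incubated overnight at 37 °C, then exposed to library compounds for 90 min at 37 °C. Detection reagent was added for 30–60 min at room temperature, and luminescence was read.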
WRN helicase inh – qHTS for Inhibitors of WRN Helicase | WRN helicase unwinding, fluorescent forked duplex, kinetic | Potency, µM (titrated, usually from 114 µM), for inactives: at the highest dose activity change, negative = inhibition, actives largely listed as inhibitors | 360,000 tested, 0.46% active | AID 651768, 2012; further: potency means the concentration at half of the fitted maximal effect; on the % scale 0 is the no-effect control and ±100 the full control effect; nearly all actives have a fitted effect of over 55% in size
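Fluorescence dequenching readout, ex 525 nm/em 598 nm, kinetic mode: forked duplex DNA (100 nM final) with adjacent fluorophore and quencher unwound by WRN (20 nM final) with 2 mM ATP. Compound preincubation 15 min, room temperature.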
PLK1 PBD inh – qHTS for Inhibitors of PLK1-PDB (polo-like kinase 1 - polo-box domain): Primary Screen; 360,000 tested, 2.8% active; Plk1 PBD binding of FITC phosphopeptide, fluorescence polarization; Serine/threonine-protein kinase PLK1 (Homo sapiens), P53350; Potency, µM, without a hit: max response, negative = inhibition, most hits filed as inhibitors; further: potency means the concentration at half of the fitted maximal effect; series mostly up to about 57 µM; on the % scale 0 is the no-effect control and ±100 the full control effect; nearly all actives have a fitted effect of over 65% in size
GLP1R cytotox – qHTS of GLP-1 Receptor Inverse Agonists: Cytotox Screen; HEK293 cAMP-luciferase reporter cells, luminescence, 24 h; Potency, µM (series often up to 38.3 µM), for the others: at the top dose activity change, negative = inhibition, hits mostly inhibitors; 410,000 tested, 0.13% active; AID 624418, 2012;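 further: loss of luciferase light is scored as toxicity; potency means the concentration at half of the fitted maximal effect; on the % scale 0 is the no-effect control and ±100 the full control effect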
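A 23 nL compound transfer followed 12 hours of cell culture at 37 deg C; exposure then lasted 24 hr. Luciferase assay detection reagent was dispensed and plates read for luminescence after a 12 min room-temperature wait.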
Active calls of the source: *; ? = inconclusive; / = no result given; & = joins results of further samples; [ ] = another dose, or the depositor's remark. Unless noted, the call rests on the fitted dose curve; in most records, active means well fitted curve in the direction sought with a large enough effect; inconclusive means small, poorly fitted or top-dose-only effect, or another doubt; inactive means no such curve, though single readings can be large; an effect the other way counts as inactive or inconclusive.

canonical_smiles	GLP-1R agonist	D3 antag	GLP-1R inv ag	IL-2 act	PI5P4K alpha inh	D3 ag	WRN helicase inh	PLK1 PBD inh	GLP1R cytotox
O=C(NCc1cccnc1)Nc1ccc(Cl)cc1Cl	5.1%	-8.6	9.5%	-3.0	13.6	2.0	-0.8%	-1.0%	-5.4%
O=C(COC(=O)c1ccccc1)c1ccc2c(c1)OCCO2	-13.0%	-5.2	8.3%	-4.0	3.9	3.7	-4.6%	-3.6%	6.3%
COCCOC(=O)c1[nH]c2c(c1C)C(=O)CC(c1cccs1)C2 (stereo unspecified)	-4.8%	-29.6	?	-0.5	1.1	-15.2	-0.9%	0.6%	-26.7%
COc1ccc(N)cc1C#N	5.6%	-24.7	6.3%	-0.9	-1.5	-4.5	2.2%	-19.5%	-7.5%
CCOc1ccc(N(CC(=O)NC2CC2)S(=O)(=O)c2ccc(C)cc2)cc1	8.8%	-5.3	3.6%	-0.3	-0.1	-14.7	-2.3%[57.1 µM]	1.7%	-4.1%
Cc1cc(CNC(=O)COc2ccc(C)c(C)c2)c2ccccc2n1	10.6%	-12.1	-5.5%	0.0	-0.8	18.5	-3.9%[57.1 µM]	1.6%	-11.6%
O=C(Oc1ccc2c(c1)OCC2=O)c1ccccc1	-0.7%	10.4	3.1%	0.6	/	-0.4	27.5%	-7.0%	5.3%
CCCCS(=O)(=O)NC1=NCN(CCOC(=O)c2ccccc2)CN1	-10.7%	-8.6	-3.8%	-0.1	2.3	-0.7	-1.7%	3.5%	11.8%
Cc1ccc(N2CCN(C(=S)c3ccc(-c4cccc([N+](=O)[O-])c4)o3)CC2)cc1	3.7%	-25.6	3.2%	-2.2	-10.0	-4.0	5.4%	29.9µM*	1.5%
COc1ccc(-n2cnc3sc4c(c3c2=O)CCCC4)cc1	25.5%	-3.2	?	-1.5	-6.9	17.4	3.4%	-5.0%	0.6%
CSc1nsc(SC)c1NC(=O)N1CCCCC1	2.0%	-12.5	13.8%	-0.6	-1.5	-11.2	-3.5%	-10.4%	9.5%
Cc1cccc(NC(=O)Cn2cc(C(=O)c3ccco3)c3ccccc32)c1	-8.9%	13.5	?	0.0	-0.5	-4.3&-1.1	-5.7%	-11.1%	-3.7%&-28.8%
Cc1ccc(CN2CCN(C(=O)/C=C/[C@H]3O[C@@H](n4cc(C)c(=O)[nH]c4=O)C[C@@H]3O)CC2)cc1	8.5%	-16.7	21.1%	-0.7	2.9	-5.9	-2.9%	1.5%	-4.1%
CCCCCn1c(Sc2ncccn2)nc2c1c(=O)[nH]c(=O)n2C	6.8%	0.0	62.4%[activator]	-3.2	-5.8	4.9	-12.0%	-0.1%	-4.0%
S=C(NC1CCCCC1)N1CCc2[nH]c3ccccc3c2C1	1.1%	-28.6	?	-0.5	4.9	-15.1	-32.5%	-7.6%	9.2%
Cn1c(=O)c2c(nc(OCc3cccnc3)n2Cc2c(F)cccc2Cl)n(C)c1=O	11.5%	3.2	29.7%	-0.7	2.2	1.1	1.1%	1.8%	-7.6%
COC(=O)[C@]12CCCCC=C1N(CCc1ccc(OC)c(OC)c1)C(=O)[C@H](CC(=O)N1CCSCC1)C2	/	-12.2	-23.0%	1.0	5.3	-13.0	7.7%	-10.7%	-6.8%
O=C1CCCC2=C1C(c1ccncc1)n1c(nc3ccccc31)N2 (stereo unspecified)	0.3%	7.7	0.1%	0.2	-7.2	-2.0	3.2%	26.7µM*	0.1%
CC(C)CCOCC(O)CCC(=O)NNC(=S)Nc1ccccc1 (stereo unspecified)	0.5%	8.8	-0.1%	0.8	1.6	1.0	6.3%	-0.3%	-5.4%
COc1ccc(NC(=O)CC2Oc3ccccc3NC2=O)cc1 (stereo unspecified)	10.4%	2.8	-26.1%	-0.8	-1.1	2.1	0.9%	-11.3%	13.4%

Arranged by length of the SMILES (smallest number first): some entries from above
canonical_smiles	GLP-1R agonist	D3 antag	GLP-1R inv ag	IL-2 act	PI5P4K alpha inh	D3 ag	WRN helicase inh	PLK1 PBD inh	GLP1R cytotox
O=C1CCCC2=C1C(c1ccncc1)n1c(nc3ccccc31)N2 (stereo unspecified)	0.3%	7.7	0.1%	0.2	-7.2	-2.0	3.2%	26.7µM*	0.1%
CCCCCn1c(Sc2ncccn2)nc2c1c(=O)[nH]c(=O)n2C	6.8%	0.0	62.4%[activator]	-3.2	-5.8	4.9	-12.0%	-0.1%	-4.0%
CCOc1ccc(N(CC(=O)NC2CC2)S(=O)(=O)c2ccc(C)cc2)cc1	8.8%	-5.3	3.6%	-0.3	-0.1	-14.7	-2.3%[57.1 µM]	1.7%	-4.1%

(next part)
canonical_smiles	GLP-1R agonist	D3 antag	GLP-1R inv ag	IL-2 act	PI5P4K alpha inh	D3 ag	WRN helicase inh	PLK1 PBD inh	GLP1R cytotox
CCOC(=O)Cc1cc(=O)n2[nH]c(C)c(-c3ccc(Cl)cc3)c2n1	-1.2%	7.1	?	0.5	/	-1.2	-11.9%	-9.4%	-37.9%
CCCCC(=O)N(C)c1c(CC)nc2c(OCc3ccccc3C)cccn12	9.4%	-19.5	11.2µM*	-0.3	-0.2	-1.4	4.5%	-4.4%	5.9%
O=C(CN1C(=O)NC2(CCCC2)C1=O)N1CCN(c2cccc(C(F)(F)F)c2)CC1	-9.1%	0.6	?	-4.5	6.4	2.9	7.1%	-9.1%	-6.9%
COc1cccc(OCCCN2CCN(S(=O)(=O)c3ccc(NC(C)=O)cc3)CC2)c1	3.5%	-4.1	?	-2.1	/	1.4	-4.0%	-7.7%	0.7%
O=C(Nc1cc(Cl)ccc1N1CCOCC1)c1ccc(=O)[nH]c1	0.5%	-7.2	-4.1%	-0.8	1.1	-4.1	-21.8%	-7.6%	12.0%
O=S(=O)(Nc1cccnc1)c1ccc2c(c1)OCCO2	-10.0%	0.0	-5.0%	-0.5	-7.9	-5.5	-2.4%	-9.8%	3.3%
COc1ccc(CC(=O)Nc2nc3ccccc3s2)cc1S(=O)(=O)N1CCOCC1	-0.4%	-19.4	3.4%	-0.4	-3.7	1.5	-6.4%	21.2µM*	-13.9%
COC/C=C/C1=CC2=CC(=O)C(C)(OC(=O)c3cnc4ccccc4n3)C(=O)C2=CN1c1ccc(OC)cc1 (stereo unspecified)	1.6%	-29.1	26.7%	0.3	-28.6	-5.6	5.9%	-12.9%	-8.8%
C=CCn1c(SCc2cc(=O)n3ccsc3n2)nnc1C1CCCCC1	-2.7%	26.1	7.2%	-1.8	/	19.6	4.0%[11.6 µM]	-16.6%	-13.9%
CCCCC(=O)NNC(=O)N1c2ccccc2Sc2ccccc21	10.5%	6.2	-23.9%	-0.1	2.2	7.6	9.4%	-6.0%	-8.6%
CN1CCN(S(=O)(=O)c2cccc(C(=O)Nc3ccccc3N3CCCCC3)c2)CC1	11.4%	-5.6	-4.0%	-2.6	21.5	-14.3	10.6%	-8.1%	-3.3%
COc1ccc(N2CC(C(=O)N3CCc4ccccc43)CC2=O)cc1 (stereo unspecified)	-5.4%	-0.4	-0.9%	1.8	-0.1	-0.7	-7.8%	-1.5%	-1.1%
N=C1c2ccccc2CN1NC(=O)c1cccc(S(=O)(=O)N2CCCC2)c1	-0.1%	16.0	0.6%	-3.3	-0.6	1.2	-0.7%	-3.1%	-34.1%
COc1cc(NC(=O)CSc2c3c(nc4ccccc24)CCC3)cc(OC)c1OC	15.7%	2.9	-3.9%&-1.0%	-2.8	-8.2	8.8&9.6	-4.3%	-4.5%	?
Cc1cccc(C(=O)Nc2cc(Cl)ccc2-n2cncn2)c1[N+](=O)[O-]	7.6%	7.4	12.8%	2.9	-0.1	1.6	-2.5%	-5.2%	6.3%
Cc1cc2cc(CCNS(=O)(=O)c3ccc(Br)cc3)c(=O)[nH]c2cc1C	-3.9%	/	?	/	/	6.1	/	/	-13.0%
CCn1c(SCC(=O)Nc2nc3ccccc3s2)nnc1-c1ccc(OC)cc1	2.8%	43.8	-10.5%	-0.2	1.7	-9.6	-24.8%	-5.0%	1.8%
Cc1ccccc1C(=O)N1CCN(S(=O)(=O)c2ccccc2)CC1	3.8%	?	-3.0%	-3.4	-4.4	-10.9	-26.5%	-10.4%	1.4%
COc1ccc(-c2csc(NC(=O)CC(NC(C)=O)c3ccccc3)n2)cc1OC (stereo unspecified)	8.5%	-10.1	1.5%	-2.2	-1.6	-1.6	-10.7%	-14.2%	-7.4%
C[C@H]1CN([C@@H](C)CO)C(=O)CCCn2nncc2CO[C@@H]1CN(C)S(=O)(=O)c1ccccc1	2.4%	-2.9	-11.8%	1.6	0.3	-3.1	-2.4%	-5.7%	2.8%
COc1cc(C(=S)N2CCOCC2)ccc1OC(=O)c1ccccc1[N+](=O)[O-]	15.4%	6.2	5.2%	0.6	-0.4	1.0	0.7%	-23.1%	-13.6%
COc1ccc(NS(=O)(=O)c2cc(NC(=O)CCNC(=O)c3ccco3)ccc2OC)cc1	8.7%	1.4	4.1%	-0.1	-3.0	0.7	-28.6%	-5.5%	6.3%
Cc1ccc(NC(=O)C2CC(=O)N(Cc3ccccc3)C2)nc1 (stereo unspecified)	-16.2%	6.0	-9.7%	0.0	13.7	-4.8	8.9%	0.8%	-12.2%
COC(=O)CNC(=O)CN1c2cccc3cccc(c23)S1(=O)=O	-2.6%	-2.0	2.2%	-0.4	7.3	5.4	-15.6%	-5.9%	-2.4%
CSCCC(NC(=O)COc1cccc2ccccc12)C(=O)O (stereo unspecified)	7.6%	-2.0	13.2%	-0.5	0.4	1.0	-4.3%	-14.2%	8.1%
COC(=O)Nc1sc2c(c1C(N)=O)CCC(C)C2 (stereo unspecified)	1.6%	4.8	-9.6%[0.307 µM]	0.0	-10.2	-3.2	-2.9%	?	-8.4%[0.307 µM]
Cc1ccc(NC(=O)COC(=O)C2=NNC(=O)CC2)c(Br)c1	10.3%	-21.6	-4.0%	0.4	2.4	-5.3	-1.1%	-17.0%	1.7%

Bioassay records: PubChem BioAssay, National Center for Advancing Translational Sciences (NCATS)
